All columns: NCI-60 one-dose screen, growth in % after 48 h at 10 µM unless noted; 100 = growth as untreated, 0 = no growth, -100 = all killed.
SK-OV-3 – SK-OV-3 ovarian cancer cells | 80,000 tested, 3.2% active | AID 1794785
IGROV1 – IGROV1 ovarian cancer. 79,000 tested, 4.7% active
OVCAR-8 – OVCAR-8 ovarian cancer; 81,000 tested, 4.4% active; AID 1794782
OVCAR-3 – OVCAR-3 ovarian cancer. 79,000 tested, 7% active. AID 1794787
DU-145 – DU-145 prostate cancer; 81,000 tested, 4.2% active
OVCAR-5 – OVCAR-5 ovarian cancer | 82,000 tested, 2.9% active
NCI/ADR-RES – NCI/ADR-RES ovarian cells; 81,000 tested, 4.4% active
OVCAR-4 – OVCAR-4 ovarian cancer cells; 80,000 tested, 3.7% active; AID 1794784
* marks the source's active call; other numbers are inactive results; . = not tested or not shown; & = joins results of further samples; [ ] = another dose, or the depositor's remark. Rule for the calls: active = growth percent below 10; inactive = the rest.

SMILES	SK-OV-3	IGROV1	OVCAR-8	OVCAR-3	DU-145	OVCAR-5	NCI/ADR-RES	OVCAR-4
CC(C)CNCC(O)COc1ccc(C(C)(C)c2ccc(OCC(O)CNCC(C)C)cc2)cc1 (stereo not drawn)	87	47	53	45	45	81	87	81
Cc1ccccc1[P+](Cc1ccccc1)(c1ccccc1)c1ccccc1	44	14	10	26	41	52	104	9.0*
N#CCCN(CCC#N)Cc1c(O)ccc2ccccc12	86	74	109	99	118	.	101	95
Cc1nc2cc(N)c(Cl)cc2[nH]1	112	106	104	102	107	.	97	106
Cc1ccc(CNC(=O)c2[nH]c3ccccc3c2Cl)cc1	93	99	99	96	98	108	92	102
Nc1nc(N)nc(N2CCCCC2)n1	106	96	105	105	107	102	110	111
COc1ccccc1-n1cc(C#N)c(N)c1C(=O)c1ccc(Cl)cc1Cl	15	38	35	18	35	50	16	61
O=C1CCC(N2Cc3c(CNC(=O)c4ccc(F)cc4)cccc3C2=O)C(=O)N1 (stereo not drawn)	106	71	112	116	112	91	100	99
COc1ccc2c(=O)c(C)c(C(=O)N[C@@H](Cc3ccccc3)C(=O)C(=O)NCc3ccccc3)oc2c1	108	105	104	122	116	106	111	105
CC(C)(C)c1nn(-c2ccccc2)c2c1COCN2Cc1ccc(F)cc1	90	45	102	102	101	113	97	81
CCn1c(Sc2nnc(NC(=O)CCCl)s2)nc2c1c(=O)n(C)c(=O)n2C	.	94	97	43	76	94	104	80
CCOC(=O)c1c(SC)nn(-c2cc(=O)[nH]c3ccc(Cl)cc23)c1N	.	90	93	102	97	111	106	87
N#Cc1nc(CC(=O)c2ccncc2)c(CC(=O)c2ccncc2)nc1C#N	120	112	106	106	106	107	102	105
CNC(=O)Nc1sc2cc(OC(C)=O)ccc2c1C(N)=O	112	63	93	90	92	95	100	80
S=c1cc(S)c2cc(Br)ccc2[nH]1	99	89	92	100	105	114	101	93
Cc1cc(N/N=C/c2nc(-c3ccccc3)oc2C)c2cc(Br)ccc2n1	78	79	43	109	91	96	79	1.2*
CCCCCCc1cc(O)cc(O)c1	101	89	99	84	89	85	83	76
C=CCOc1ccn(C)c(=O)n1	95	108	100	103	113	97	101	100
CCOC(=O)N1CCN(CCCCOc2ccccc2N)CC1	95	103	107	113	112	98	104	103
Cc1ccc(C(C)(N=[N+]=[N-])c2ccccc2)cc1C (stereo not drawn)	104	92	93	113	113	101	112	94
COc1ccc2nc3cc(Cl)ccc3c(NCCN)c2c1	69	-27*	-33*	-85*	-94*	-62*	19	-86*
CCOc1ccc(NC(=S)NC2CCCCCCCCCCC2)cc1	90	96	91	89	98	93	100	81
COc1ccc(S(=O)(=O)n2cc(C(=O)C(=O)Nc3ccncc3)c3ccccc32)cc1	92	67	89	78	107	83	79	82
Clc1ccnc(SCc2ccccc2)n1	110	102	96	106	101	90	103	94
O=c1oc2ccc(Br)cc2cc1-c1csc(-n2ccc(-c3cc4cc(Br)ccc4oc3=O)n2)n1	112	101	91	130	107	106	100	106
O=C(CC1(O)C(=O)Nc2c(Cl)ccc(Cl)c21)c1ccco1 (stereo not drawn)	78	106	99	104	111	101	108	94
COc1ccc(/C=C/c2nc(Nc3ccc([N+](=O)[O-])cc3)c3ccccc3n2)cc1	102	84	88	99	106	93	85	105
CCOC(=O)C1=C(c2ccccc2)N=c2s/c(=C\c3cc(C)n(-c4ccc(F)cc4)c3C)c(=O)n2C1c1cccc(OC)c1OC (stereo not drawn)	110	113	98	106	102	99	.	102
CNC(=O)c1cc(-c2ccc(NC(=O)Nc3ccc(F)c(C(F)(F)F)c3)cc2)nc2cccnc12	119[6.25 µM]	84[6.25 µM]	96[6.25 µM]	112[6.25 µM]	88[6.25 µM]	99[6.25 µM]	100[6.25 µM]	85[6.25 µM]
CN(c1ccc(C(=O)NCCSCc2ccco2)cc1)S(C)(=O)=O	118	118	97	111	104	102	108	102
CCCCOc1nc(-c2cccnc2)nc2c1sc(=S)n2-c1ccccc1	105	103	97	111	115	.	107	109
COc1ccc(/C=C/C(=O)c2ccc(Nc3ncnc4ccccc34)cc2)cc1OC	102	76	65	75	83	103	78	85
NC1=CC(=O)c2ccccc2C1=O	92	91	85	83	64	110	89	88
O=C1c2cccc(O)c2C(=O)c2c(O)cccc21	102	114	91	98	105	105	79	.
C[C@@H](C[C@H](CCO)c1ccc2c(c1)OCCO2)c1ccc2ccccc2c1	93	92	101	97	104	94	92	94
CCNc1nnc(COc2ccc(CNC(=O)CCCC/C=C/C(C)C)cc2OC)o1	92	103	106	106	109	103	102	103
COc1ccc(S(=O)(=O)N2C(=O)N(S(=O)(=O)c3ccc(OC)cc3OC)[C@H](OC)[C@H]2OC)c(OC)c1	106	96	106	124	118	96	101	102
CC(C)C(=O)CCCN1C(=O)c2ccccc2C1=O	104	100	108	105	101	106	107	106
Cc1c(C(=O)N=Nc2c(O)[nH]c3ccccc23)oc2ccccc12	.	59	102	96	106	100	93	97
N#Cc1oc(-c2ccccc2)nc1CN1CCC(C2(C(F)(F)F)N=N2)CC1	99	79	102	.	104	97	97	98
CCn1cc(/C=C2\Oc3cc(OCC#N)ccc3C2=O)c2cc(OC)ccc21	43	43	21	-6.8*	20	62	11	86
C=C1CCOC12c1cccc(OC)c1-c1cc(OC)c(OC)c(OC)c12 (stereo not drawn)	111	100	105	.	100	99	99	103
C[C@H](C(=O)N[C@@H](Cc1ccc(-c2ccccc2)cc1)C(=O)NC1CC(C)(C)NC(C)(C)C1)c1ccc(-c2ccccc2)c(F)c1	-17*	-37*	-50*	-92*	-89*	-49*	60	-27*
C/C=C/C(O)CC (stereo not drawn)	97	110	108	107	108	107	105	105
COc1ccccc1C(C[N+](=O)[O-])c1c[nH]c2ccccc12 (stereo not drawn)	139	80	91	97	103	95	63	97
O=[N+]([O-])c1ccc(/C=N/NCc2nc(Cl)c3ccccc3n2)cc1	105	98	102	103	103	98	105	104
CCCCCCCCCCC/C=C\C[C@H](O)C/C=C1/C(=O)C=C[C@@H]1C/C=C\CCCC(=O)OC	27	-16*	7.2*	-46*	13	22	9.0*	-1.2*
CCC(SCC(N)=O)(C(=O)O)c1ccccc1 (stereo not drawn)	102	97	106	105	107	92	107	119

Given with two lines to a compound: part of the list above
Every second line gives: SK-OV-3	IGROV1	OVCAR-8	OVCAR-3	DU-145	OVCAR-5	NCI/ADR-RES	OVCAR-4
C[C@H](C(=O)N[C@@H](Cc1ccc(-c2ccccc2)cc1)C(=O)NC1CC(C)(C)NC(C)(C)C1)c1ccc(-c2ccccc2)c(F)c1
  -17*	-37*	-50*	-92*	-89*	-49*	60	-27*
C/C=C/C(O)CC (stereo not drawn)
  97	110	108	107	108	107	105	105

(more compounds)
SMILES	SK-OV-3	IGROV1	OVCAR-8	OVCAR-3	DU-145	OVCAR-5	NCI/ADR-RES	OVCAR-4
Cc1cc(N2CCCCC2)nc(NC2CCCC(Nc3ccnc4cc(Cl)ccc34)C2)n1 (stereo not drawn)	-72*	-33*	-83*	-69*	1.3*	11	-42*	-39*
COc1cc2oc(-c3cccc(NC(=O)Nc4ccc(Cl)cc4)c3)cc(=O)c2c(OC)c1OC	101	85	41	80	88	106	69	89
O=C(O)CCNC(Cc1ccc(O)cc1)C(=O)O (stereo not drawn)	96&111	110&108	98&104	106&134	110&130	104&100	103&102	117&114
N#CC1=C(/N=C/c2ccccc2)Oc2c(ccc3ccccc23)C1c1ccccc1 (stereo not drawn)	24	25	12	-2.7*	18	29	1.4*	63
CCOC(=O)c1c(C)nc2[nH]n(-c3ccccc3)c(=O)c2c1-c1ccc(Cl)cc1	114	100	105	113	112	109	109	104
CCCCc1oc2ccc([N+](=O)[O-])cc2c1C(=O)c1ccc(C#CC2CCCC2)cc1	89	111	98	107	107	95	97	98
N=C1C(c2nc(-c3ccc(F)cc3)cs2)=C(O)CN1c1ccc2c(c1)OCO2	102	65	95	107	112	94	107	104
CN(C)c1ccc(/C=N/Nc2ncc(C(N)=O)c(N)n2)cc1	86	80	95	97	89	109	98	87
COC(=O)C1CC(C(=O)OC)C2C(C(=O)OC)CC(C(=O)OC)C12 (stereo not drawn)	105	111	104	97	115	100	104	.
COc1ccc(-c2cc(-c3nnc(SCC(=O)c4ccccc4)n3-c3ccccc3)c3ccccc3n2)cc1	78	103	99	100	105	106	99	103
Nc1ccc(S(=O)(=O)N/N=C/c2ccccc2[N+](=O)[O-])cc1	102	.	.	107	108	99	106	110
c1ccc(Cn2c(SCCc3c[nH]c4ccccc34)nnc2-c2ccncc2)cc1	104	95	101	.	111	105	104	111

An excerpt from above in order of molar mass, lowest first:
SMILES	SK-OV-3	IGROV1	OVCAR-8	OVCAR-3	DU-145	OVCAR-5	NCI/ADR-RES	OVCAR-4
COC(=O)C1CC(C(=O)OC)C2C(C(=O)OC)CC(C(=O)OC)C12 (stereo not drawn)	105	111	104	97	115	100	104	.
CCCCc1oc2ccc([N+](=O)[O-])cc2c1C(=O)c1ccc(C#CC2CCCC2)cc1	89	111	98	107	107	95	97	98
COc1cc2oc(-c3cccc(NC(=O)Nc4ccc(Cl)cc4)c3)cc(=O)c2c(OC)c1OC	101	85	41	80	88	106	69	89

Next section
SMILES	SK-OV-3	IGROV1	OVCAR-8	OVCAR-3	DU-145	OVCAR-5	NCI/ADR-RES	OVCAR-4
COc1ccc(C(=O)n2nc(-c3ccncc3)nc2N)cc1OC	93	102	.	103	116	106	108	102
CNC(=O)C(C(=O)OC)c1ccccc1 (stereo not drawn)	108	101	114	96	106	99	99	116
CCCN1C(=O)c2c(F)c(F)c(F)c(F)c2C1=O	99	98	99	108	102	100	103	101
CCOC(=O)C1=C(CSC(=S)N(C2CCCCC2)C2CCCCC2)N(C)C(=O)NC1c1ccccc1 (stereo not drawn)	71	56	49	56	47	92	64	45
N#CC1=C(N)Oc2nc[nH]c(=O)c2C1c1cccs1 (stereo not drawn)	105	111	98	108	107	100	113	91
CC1(C)CN(CCNc2nccc(-c3c(-c4cccc(O)c4)nc4sccn34)n2)S(=O)(=O)N1	45	38	103	77	68	94	111	71
Nc1ccc(-c2cn3cc(Cl)sc3n2)cc1	124	69	98	96	102	98	114	120
FC(F)(F)c1ccc(-c2nnc(Nc3ccccc3)s2)cc1	116	113	102	110	94	106	101	101
O=S(=O)(Nc1ccc2ccccc2c1)N1CCCCC1	52	36	68	53	78	79	6.4*	85
COc1ccc(S(=O)(=O)n2ccc(-c3ccc4c(c3)CCC(C)(C)O4)n2)cc1OC	.	84	75	71	83	105	57	46
CCCCCCCCCCCCCCCCCCNC(=S)/N=C\C(C(=O)Nc1ccccc1C)=C(/C)O	105	89	94	102	.	114	92	100
CC1(C)CC(=O)C(N=Nc2c(C(=O)O)ccc3c2C(=O)c2ccccc2C3=O)=C(O)C1	101	96	104	104	110	101	103	111

In another format: results already given.
N#CC1=C(N)Oc2nc[nH]c(=O)c2C1c1cccs1 (stereo not drawn)
  SK-OV-3: 105
  IGROV1: 111
  OVCAR-8: 98
  OVCAR-3: 108
  DU-145: 107
  OVCAR-5: 100
  NCI/ADR-RES: 113
  OVCAR-4: 91

CCCN1C(=O)c2c(F)c(F)c(F)c(F)c2C1=O
  SK-OV-3: 99
  IGROV1: 98
  OVCAR-8: 99
  OVCAR-3: 108
  DU-145: 102
  OVCAR-5: 100
  NCI/ADR-RES: 103
  OVCAR-4: 101

The listing continues:
SMILES	SK-OV-3	IGROV1	OVCAR-8	OVCAR-3	DU-145	OVCAR-5	NCI/ADR-RES	OVCAR-4
Ic1ncnc2c1ncn2C1CCCCO1 (stereo not drawn)	.	96	101	106	117	106	96	117
CC(C)(C)CC(C)(C)N1CN(C(C)(C)CC(C)(C)C)CP(c2ccccc2)C1	108	96	94	106	109	93	101	99
COc1ccc(/C=N/NC(=O)c2c(Nc3ccccc3)nn(C)c2N)cc1OC	102	100	97	.	111	99	99	104
O=C1/C(=C/c2ccccc2F)Cc2ccccc21	95	80	89	104	98	97	95	99
COc1ccc(CCNCCCOc2cc3c(Nc4ccc(S(=O)(=O)Nc5nccs5)cc4)ncnc3cc2OC)cc1OC	98	111	104	106	108	108	108	112
CC1=C(C)C(=O)C(C(CCCCCC(=O)O)c2ccccc2)=C(C)C1=O (stereo not drawn)	106	117	98	109	114	104	102	102
NS(=O)(=O)c1ccc(CCNc2nc3c(-c4cccc(F)c4)nnn3c3ccccc23)cc1	102	98	90	100	103	107	104	95
C=C(CBr)[C@@H]1CC[C@]2(COC(C)=O)CC[C@]3(C)[C@H](CC[C@@H]4[C@@]5(C)CC[C@H](OC(C)=O)C(C)(C)[C@@H]5CC[C@]43C)[C@@H]12	104	101	103	101	105	109	106	91
C=C(C)[C@@H]1CCC=C2CC[C@]3(C)[C@H](CC[C@@H]4[C@@]5(C)CC[C@H](OC(=O)c6cccnc6)C(C)(C)[C@@H]5CC[C@]43C)[C@H]21	102	109	104	105	102	109	98	113
COc1ccc(Nc2ncccc2NC(=O)c2cn(Cc3cccc(Oc4ccccc4)c3)nn2)cc1OC	94	90	91	73	84	111	77	68
COc1cc2oc(-c3cccc(NC(=O)[C@@H](N)CO)c3)cc(=O)c2c(OC)c1OC	118	105	.	118	115	107	110	103
Nc1nc(C(=O)N/N=C/c2ccccc2)nn1-c1ccc(S(N)(=O)=O)cc1	99	107	96	94	101	100	99	100
NS(=O)(=O)c1ccc(Nc2nc(Nc3ccccc3)nc3nnc(SCC(=O)NC4CCCCC4)n23)cc1	105	96	100	119	106	105	112	108
COc1ccc(-n2c(SCC(=O)Nc3ccc(S(=O)(=O)Nc4cc(C)on4)cc3)nc3ccccc3c2=O)cc1	111	103	98	106	108	88	99	102
C#Cc1c2c(c(OC)c3c1OCO3)[C@H]([C@H]1OC(=O)c3c1ccc(OC)c3OC)N(C)CC2	89	82	95	87	95	101	60	93
CC(=O)CC(=O)NCc1ccc2c(c1)OCO2	107	112	107	114	114	101	107	98
O=C1Nc2cc(-c3ccc(NS(=O)(=O)c4ccccc4)cc3)ccc2/C1=C/c1ccc[nH]1	79	93	97	108	32	52	93	69
